Screens deposited in PubChem BioAssay by several laboratories.
Fluor 339 460 = intrinsic fluorescence of library compounds, ex339/em460 – biochemical, MLSMR library, data from DPM-DC assay, artefact control, profiling panel; fluorescence fold increase at 10 µM; compound autofluorescence, ex339/em460 nm, NADH buffer; hits give high values; 1 = no-compound wells, NADH background; 5.5% of 65,000 active;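 active = at 10 µM, mean starting fluorescence two-fold or more over control wells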;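 note: signal is the first read of a kinetic run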
Her2 expr inh = lowers expression of human Her2 kinase; P04626; SKBR-3 HER2 protein level, AlphaScreen, 18-24 h; hits give low values; HER2 level % of control, % at 10 µM; 0.69% of 65,000 active; AID 645;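 active = HER2 level under 5% of the carrier-only control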;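 note: 100% = DMSO carrier and 0% = 500 nM PU-H71 HSP90 inhibitor; lower value means stronger loss of Her2 protein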
Hsp90 block = displaces geldanamycin probe from tumor Hsp90; P07900; NCI-N417 lysate Hsp90, Cy3B-geldanamycin FP displacement; inhibition, % at 30 µM; 0.35% of 64,000 active;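 active = inhibition above 50%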;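 note: 0% = tracer plus lysate wells and 100% = tracer alone without lysate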
JNK3 blocker = blocks human JNK3 kinase activity; inhibition, % at 8 µM; purified JNK3 kinase activity, HTS; 0.61% of 60,000 active; P53779; in the data active = inhibition above about 17%;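 note: 0% = DMSO and 100% = reference inhibitor; many of its hits are not listed in these tables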
Target sequence (P53779 whole entry, looked up): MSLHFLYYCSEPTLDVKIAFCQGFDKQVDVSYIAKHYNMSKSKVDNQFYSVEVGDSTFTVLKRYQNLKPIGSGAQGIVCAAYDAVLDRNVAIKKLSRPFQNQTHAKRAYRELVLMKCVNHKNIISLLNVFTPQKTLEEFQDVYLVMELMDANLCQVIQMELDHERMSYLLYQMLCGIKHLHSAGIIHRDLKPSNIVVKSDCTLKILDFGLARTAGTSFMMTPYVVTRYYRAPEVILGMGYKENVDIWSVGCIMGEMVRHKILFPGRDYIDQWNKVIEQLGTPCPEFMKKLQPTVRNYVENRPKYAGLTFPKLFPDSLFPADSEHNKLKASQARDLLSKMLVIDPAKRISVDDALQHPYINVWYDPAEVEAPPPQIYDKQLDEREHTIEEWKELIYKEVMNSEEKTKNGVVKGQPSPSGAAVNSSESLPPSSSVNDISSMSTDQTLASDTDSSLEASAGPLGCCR
Cdc25B block = human M-phase inducer phosphatase 2 inhibition. inhibition, %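 (compounds tested at 10 µM final in the well)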. P30305. recombinant Cdc25B, OMFP fluorescence Ex485/Em525. 0.1% of 65,000 active; in the data active = inhibition above about 50%
Target sequence (P30305 whole entry, looked up): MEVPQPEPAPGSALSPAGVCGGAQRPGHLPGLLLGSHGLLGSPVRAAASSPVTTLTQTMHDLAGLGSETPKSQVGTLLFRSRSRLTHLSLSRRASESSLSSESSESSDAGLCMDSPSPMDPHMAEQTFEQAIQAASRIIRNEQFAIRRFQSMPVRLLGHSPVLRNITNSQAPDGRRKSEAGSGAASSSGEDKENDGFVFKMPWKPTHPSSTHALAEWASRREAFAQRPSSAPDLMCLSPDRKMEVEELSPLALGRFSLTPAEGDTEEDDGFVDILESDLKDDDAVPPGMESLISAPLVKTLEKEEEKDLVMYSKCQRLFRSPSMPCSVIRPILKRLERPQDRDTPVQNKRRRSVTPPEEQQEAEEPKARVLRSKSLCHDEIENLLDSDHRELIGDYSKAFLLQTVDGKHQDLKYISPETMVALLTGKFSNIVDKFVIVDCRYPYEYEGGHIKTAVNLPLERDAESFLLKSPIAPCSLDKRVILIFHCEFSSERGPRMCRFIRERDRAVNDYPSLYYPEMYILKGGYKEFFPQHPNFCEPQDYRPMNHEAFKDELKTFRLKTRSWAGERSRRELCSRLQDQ
ROCK2 inh = inhibitors of human Rho kinase 2. inhibition, % at 6 µM. AID 604. 0.35% of 60,000 active. O75116. purified ROCK2, Kinase-Glo ATP depletion luminescence;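 active = inhibition above the screen-wide mean inhibition plus 3 SD, cut at about 18% in these data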;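 note: plate controls were DMSO wells for no effect and Y-27632 control wells after no-enzyme background subtraction for full effect; many of its hits are not listed in these tables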
A340 absorber = absorbance at 340 nm. 65,000 tested, under 10 active. fold change at 10 µM. compound absorbance at 340 nm, fold over control;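 active = at 10 µM dose, initial 340 nm absorbance at least 2 fold that of control wells; inactive = change under 2 fold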;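 note: initial absorbance extrapolated from kinetic A340 decline of NADH oxidation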
DUSP1 inh = blocks human MKP-1 phosphatase activity. P28562. recombinant MKP-1, OMFP hydrolysis fluorescence. 0.15% of 65,000 active. inhibition, %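 (compounds tested at a single concentration somewhere between 10 and 100 µM)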;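 active = inhibition above about 50%, limit read from the data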;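 note: 0% = DMSO max control wells and 100% = wells with enzyme stopped by NaOH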
PKA inh = inhibitors of human protein kinase A. P17612. PKA Kemptide phosphorylation, Kinase-Glo ATP luminescence. inhibition, % at 6 µM. 0.1% of 65,000 active;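 active = inhibition above the screen-wide mean inhibition plus 3 SD, cut at about 21% in these data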; note: many of its hits are not listed in these tables
* = called active by the depositor. An excerpt; rates above refer to the full screens.

Results for CC1(C)Cc2c(c(N3CCOCC3)nc3sc4c(NCc5ccco5)nnnc4c23)CS1 ?
Fluor 339 460: 1.2; Her2 expr inh: 169; Hsp90 block: -7; JNK3 blocker: -4; Cdc25B block: 18; ROCK2 inh: -4; A340 absorber: 1.1; DUSP1 inh: 0; PKA inh: -2

Results for COC(=O)CC1C(=O)NCCN1C(=O)CSc1nnc(Nc2ccc(OC)cc2)s1 (stereo not drawn) ?
Fluor 339 460: 1; Her2 expr inh: 91; Hsp90 block: 0; JNK3 blocker: 8; Cdc25B block: 0; ROCK2 inh: -4; A340 absorber: 1; DUSP1 inh: 32; PKA inh: -5

What do the screens show for `Cc1oc2ccc(OC(=O)N3CCOCC3)cc2c1C(=O)OC(C)C`?
Fluor 339 460: 1.1; Her2 expr inh: 75; Hsp90 block: 3; JNK3 blocker: 8; Cdc25B block: -12; ROCK2 inh: 3; A340 absorber: 1.1; DUSP1 inh: -1; PKA inh: 6

Results for N#Cc1c(NC(=O)CCn2cnc3ccccc3c2=O)oc(-c2ccccc2)c1-c1ccccc1 ?
Fluor 339 460: 1.2; Her2 expr inh: 72; Hsp90 block: 1; JNK3 blocker: 4; Cdc25B block: -8; ROCK2 inh: 7; A340 absorber: 1; DUSP1 inh: 12; PKA inh: 8

How did O=C(NCc1ccco1)c1cnc2n(c1=O)CCS2 do in these assays?
Fluor 339 460: 1; Her2 expr inh: 86; Hsp90 block: 2; JNK3 blocker: -1; Cdc25B block: -16; ROCK2 inh: 6; A340 absorber: 1; DUSP1 inh: 5; PKA inh: 9

Results for Oc1c(C(c2ccco2)N2CCOCC2)sc2ncnn12 (stereo not drawn) ?
Fluor 339 460: 1; Her2 expr inh: 116; Hsp90 block: -3; JNK3 blocker: 5; Cdc25B block: -9; ROCK2 inh: 3; A340 absorber: 1.1; DUSP1 inh: -1; PKA inh: 8

What do the screens show for `CC1(C)Cc2nc3sc4c(N(CCO)CCO)ncnc4c3cc2CO1`?
Fluor 339 460: 2.3*; Her2 expr inh: 85; Hsp90 block: -5; JNK3 blocker: -4; Cdc25B block: -1; ROCK2 inh: -16; A340 absorber: 1; DUSP1 inh: -11; PKA inh: -1

What do the screens show for `O=C(Nc1ccc(S(=O)(=O)NCc2ccccc2)cc1)Nc1ccc2c(c1)OCO2`?
Fluor 339 460: 1.1; Her2 expr inh: 97; Hsp90 block: 1; JNK3 blocker: -2; Cdc25B block: -5; ROCK2 inh: 8; A340 absorber: 1; DUSP1 inh: 8; PKA inh: 13

Results for CC(C)(C)c1cc(=O)n2c(C#N)c(C#N)nc2[nH]1 ?
Fluor 339 460: 5*; Her2 expr inh: 88; Hsp90 block: 1; JNK3 blocker: -5; Cdc25B block: -3; ROCK2 inh: 3; A340 absorber: 1.1; DUSP1 inh: 19; PKA inh: 7

What do the screens show for `CCOC(=O)C(NC(C)=O)C(OC(C)=O)c1cccc(N(CCO)CCO)c1` (stereo not drawn)?
Fluor 339 460: 1.1; Her2 expr inh: 89; Hsp90 block: -9; JNK3 blocker: 2; Cdc25B block: -5; ROCK2 inh: 4; A340 absorber: 1; DUSP1 inh: -18; PKA inh: 4

Results for CCC(Oc1ccccc1)C(=O)Nc1nnc(C)s1 (stereo not drawn) ?
Fluor 339 460: 1; Her2 expr inh: 86; Hsp90 block: -11; JNK3 blocker: 0; Cdc25B block: 0; ROCK2 inh: -4; A340 absorber: 1.1; DUSP1 inh: -9; PKA inh: -3

Results for CN1CCN(C(=S)c2ccc(N(C)C)cc2)CC1 ?
Fluor 339 460: 1.1; Her2 expr inh: 113; Hsp90 block: 0; JNK3 blocker: -3; Cdc25B block: -8; ROCK2 inh: 0; A340 absorber: 1.1; DUSP1 inh: 19; PKA inh: 4

Results for O=C(CSc1ncccn1)NC(=O)NCc1ccccc1 ?
Fluor 339 460: 1.1; Her2 expr inh: 113; Hsp90 block: 2; JNK3 blocker: 2; Cdc25B block: -6; ROCK2 inh: 5; A340 absorber: 1; DUSP1 inh: -4; PKA inh: 6

How did CC(C)OC(=O)CSc1nnc(-c2cnccn2)n1C do in these assays?
Fluor 339 460: 1.1; Her2 expr inh: 57; Hsp90 block: -4; JNK3 blocker: -2; Cdc25B block: -2; ROCK2 inh: 7; A340 absorber: 1; DUSP1 inh: 22; PKA inh: 4

How did COc1ccccc1N1CCN(C(=O)c2c(-c3ccccc3)noc2C)CC1 do in these assays?
Fluor 339 460: 1.1; Her2 expr inh: 35; Hsp90 block: 0; JNK3 blocker: -1; Cdc25B block: -12; ROCK2 inh: 2; A340 absorber: 1; DUSP1 inh: 13; PKA inh: 3

How did O=C(NCN1CCCCC1)c1cnccn1 do in these assays?
Fluor 339 460: 1; Her2 expr inh: 113; Hsp90 block: 1; JNK3 blocker: -7; Cdc25B block: -5; ROCK2 inh: 1; A340 absorber: 0.97; DUSP1 inh: -5; PKA inh: 4

What do the screens show for `COc1cc(Br)cc(CN2CCN(C=O)CC2)c1O`?
Fluor 339 460: 1.1; Her2 expr inh: 92; Hsp90 block: 2; JNK3 blocker: 2; Cdc25B block: -9; ROCK2 inh: 4; A340 absorber: 1; DUSP1 inh: -4; PKA inh: -2

What do the screens show for `CC1CCCCC1NC(=O)C1CCN(S(=O)(=O)c2ccc3c(c2)CCC(=O)N3)CC1` (stereo not drawn)?
Fluor 339 460: 1.1; Her2 expr inh: 85; Hsp90 block: -2; JNK3 blocker: 0; Cdc25B block: -9; ROCK2 inh: 6; A340 absorber: 1; DUSP1 inh: 5; PKA inh: 3

What do the screens show for `COCC(=O)N(C)c1nnc(-c2cnc(C)cn2)s1`?
Fluor 339 460: 1.6; Her2 expr inh: 107; Hsp90 block: -2; JNK3 blocker: 5; Cdc25B block: -12; ROCK2 inh: 3; A340 absorber: 1; DUSP1 inh: -11; PKA inh: 7

How did O=C(C/C(=N/O)c1ccccc1O)C(F)F do in these assays?
Fluor 339 460: 1.1; Her2 expr inh: 121; Hsp90 block: 2; JNK3 blocker: 0; Cdc25B block: 29; ROCK2 inh: -1; A340 absorber: 1; DUSP1 inh: -7; PKA inh: 5

How did O=C(CN1C(=O)CCC1=O)Nc1nc(-c2ccccn2)cs1 do in these assays?
Fluor 339 460: 1.1; Her2 expr inh: 84; Hsp90 block: -4; JNK3 blocker: -4; Cdc25B block: -10; ROCK2 inh: 4; A340 absorber: 1; DUSP1 inh: -1; PKA inh: 6

Results for CC(=O)Nc1ccc(C(=O)CSc2nnc3scc(-c4ccccc4)n23)cc1 ?
Fluor 339 460: 1.1; Her2 expr inh: 165; Hsp90 block: -9; JNK3 blocker: 7; Cdc25B block: 8; ROCK2 inh: -4; A340 absorber: 1; DUSP1 inh: -10; PKA inh: -6

What do the screens show for `Cc1ccc2nc(N3CCN(C)CC3)c(C#N)cc2c1`?
Fluor 339 460: 1.7; Her2 expr inh: 115; Hsp90 block: -2; JNK3 blocker: 0; Cdc25B block: 2; ROCK2 inh: 1; A340 absorber: 0.99; DUSP1 inh: -12; PKA inh: 2

How did O=C(NCc1cccnc1)c1c[nH]c2cc3c(cc2c1=O)OCCO3 do in these assays?
Fluor 339 460: 1.2; Her2 expr inh: 61; Hsp90 block: -5; JNK3 blocker: -4; Cdc25B block: 3; ROCK2 inh: 7; A340 absorber: 1.1; DUSP1 inh: 24; PKA inh: 10

What do the screens show for `CCC(c1nnnn1C1CCCC1)N1CCN(c2ccccc2F)CC1` (stereo not drawn)?
Fluor 339 460: 1.1; Her2 expr inh: 102; Hsp90 block: -2; JNK3 blocker: 0; Cdc25B block: -11; ROCK2 inh: 5; A340 absorber: 0.97; DUSP1 inh: 4; PKA inh: 5

Results for CCOc1nc(-c2ccccc2)ccc1-c1noc(COc2ccccc2)n1 ?
Fluor 339 460: 2.9*; Her2 expr inh: 101; Hsp90 block: -7; JNK3 blocker: -5; Cdc25B block: 3; ROCK2 inh: 0; A340 absorber: 1.1; DUSP1 inh: -7; PKA inh: 1

How did O=c1/c(=C/c2ccccn2)sc2nc3ccccc3n12 do in these assays?
Fluor 339 460: 1.1; Her2 expr inh: 61; Hsp90 block: -4; JNK3 blocker: -2; Cdc25B block: 2; ROCK2 inh: 1; A340 absorber: 1.1; DUSP1 inh: 12; PKA inh: 0

What do the screens show for `COc1ccc(C)cc1S(=O)(=O)Nc1cccc(Cl)c1`?
Fluor 339 460: 1; Her2 expr inh: 78; Hsp90 block: 1; JNK3 blocker: 0; Cdc25B block: -6; ROCK2 inh: 6; A340 absorber: 1; DUSP1 inh: 26; PKA inh: 8

What do the screens show for `Cn1c(=O)cc(SCC(=O)NCCCN2CCOCC2)c2ccc(Cl)cc21`?
Fluor 339 460: 1.3; Her2 expr inh: 98; Hsp90 block: -5; JNK3 blocker: -5; Cdc25B block: 11; ROCK2 inh: 4; A340 absorber: 1.1; DUSP1 inh: 9; PKA inh: 10

What do the screens show for `CN(C)c1cccc2c(S(=O)(=O)N3CCOCC3)cccc12`?
Fluor 339 460: 1.3; Her2 expr inh: 120; Hsp90 block: 2; JNK3 blocker: -7; Cdc25B block: -19; ROCK2 inh: 4; A340 absorber: 1; DUSP1 inh: -27; PKA inh: 5

Results for O=C(O)c1cc2n(n1)C(C(F)(F)F)CC(c1ccco1)N2 (stereo not drawn) ?
Fluor 339 460: 1.1; Her2 expr inh: 108; Hsp90 block: -3; JNK3 blocker: 1; Cdc25B block: -12; ROCK2 inh: 8; A340 absorber: 1.1; DUSP1 inh: 0; PKA inh: 2

How did CCOc1cccc(NC(=O)C2CC(=O)N(C)C(=Nc3cccc(F)c3)S2)c1 (stereo not drawn) do in these assays?
Fluor 339 460: 1.1; Her2 expr inh: 96; Hsp90 block: 0; JNK3 blocker: -10; Cdc25B block: -5; ROCK2 inh: 0; A340 absorber: 0.99; DUSP1 inh: 18; PKA inh: -1

Results for O=C(CN1C(=O)NC2(CCCC2)C1=O)Nc1nc(-c2ccc(F)cc2)cs1 ?
Fluor 339 460: 1.1; Her2 expr inh: 90; Hsp90 block: -2; JNK3 blocker: -11; Cdc25B block: -1; ROCK2 inh: 5; A340 absorber: 1; DUSP1 inh: -12; PKA inh: 8

What do the screens show for `CC(=O)c1cc(Cc2csc(C(C)=O)c2)cs1`?
Fluor 339 460: 1.1; Her2 expr inh: 123; Hsp90 block: -3; JNK3 blocker: -2; Cdc25B block: -14; ROCK2 inh: 0; A340 absorber: 1; DUSP1 inh: 7; PKA inh: -4

What do the screens show for `O=C(c1ccccc1)N(Cc1ccccc1)c1ccccn1`?
Fluor 339 460: 1.1; Her2 expr inh: 92; Hsp90 block: -2; JNK3 blocker: -3; Cdc25B block: 0; ROCK2 inh: 6; A340 absorber: 1; DUSP1 inh: 11; PKA inh: 8

How did COC(=O)CSc1nsc(SCC(=O)OC)n1 do in these assays?
Fluor 339 460: 1; Her2 expr inh: 84; Hsp90 block: -2; JNK3 blocker: -1; Cdc25B block: 11; ROCK2 inh: 5; A340 absorber: 1; DUSP1 inh: -4; PKA inh: 0

What do the screens show for `CC(=O)OCn1nnc2ccccc2c1=O`?
Fluor 339 460: 1.1; Her2 expr inh: 86; Hsp90 block: 0; JNK3 blocker: 3; Cdc25B block: -1; ROCK2 inh: 7; A340 absorber: 1; DUSP1 inh: 16; PKA inh: 3

How did COC(=O)Nc1ccc2c(c1)N(C(=O)CCN1CCOCC1)c1ccccc1S2 do in these assays?
Fluor 339 460: 1.1; Her2 expr inh: 101; Hsp90 block: 3; JNK3 blocker: -7; Cdc25B block: -13; ROCK2 inh: -7; A340 absorber: 0.99; DUSP1 inh: 31; PKA inh: -6
